# Compound activity: PubChem BioAssay, several laboratories
# PhoP inhibition: inhibitors of PhoP regulon expression, primary screen, Salmonella Typhimurium, GFP reporter (AID 1863); S. Typhimurium PhoP-regulated promoter GFP reporter, 4 h; higher % means a stronger effect; one-dose inhibition, % at 50 µM; IC50 in µM for titrated hits; 300,000 compounds, 0.16% hits;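 active means inhibition over 29.93%, a cutoff 3 SD above the screen mean, later confirmed by dose response; inconclusive means inhibition over 29.93% but no dose response follow-up; inactive means inhibition at most 29.93% or unconfirmed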;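 further: 0% = low Mg2+ inducing control and 100% = high Mg2+ repressing control; strong numbers were not always called active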
# RSV CPE inhibition: RSV antiviral activity via CPE protection, HEp-2 cells, primary 10 µM value included (AID 2391); 310,000 compounds, 0.13% hits; HEp-2 cells, RSV-induced CPE inhibition; higher % means a stronger effect; CPE inhibition, % at 10 µM; hits with a dose series show IC50 in µM; in the data active means a potency from the dose series; inconclusive means CPE inhibition mostly from about 23% at the one dose, without a potency; inactive means the rest, 99 in 100 with CPE inhibition below about 21%; further: strong numbers were not always called active
# Myeloid diff MLP: induction of myeloid progenitor differentiation, primary screen, cell-based, flow cytometry, MLPCN library; ER-HoxA9 myeloid progenitors, lysozyme-GFP differentiation; calls only at 10 µM; 360,000 compounds, 1% hits;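 active means normalized GFP-positive differentiation at or above the plate's own cutoff, the solvent-only control mean plus 3 SD; inconclusive means no clear call, values can overlap the other calls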;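 further: cells exposed to compound for four days before flow analysis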
# Myeloid diff MLP GFP+ MAC1+ %: recorded beside Myeloid diff MLP, whose call it bears; GFP+ MAC1+ double positive, %; measured here: differentiation confirmed by MAC1 staining
# * marks the source's active call; other numbers are inactive results; i = inactive; ? = inconclusive; / = no result given; + = active, no number. Some of the compounds tested; rates above refer to the full screens.
SMILES,PhoP inhibition,RSV CPE inhibition,Myeloid diff MLP,Myeloid diff MLP GFP+ MAC1+ %
CSc1ccccc1NC(=O)c1cnc2sc(C)cn2c1=O,7%,0.7%,i,0.9
O=C(CCCN1CCC(O)(c2ccc(Br)cc2)CC1)c1ccc(F)cc1,3%,-1.6%,i,8.7
CCNC(=O)C(=O)N1CCC2(CC1)OCCN2S(=O)(=O)c1ccc(C)cc1,-6%,-1.6%,i,0.7
CCN(CC(=O)Nc1ccccc1C(F)(F)F)C(=O)c1cccc(S(=O)(=O)N2CCN(C)CC2)c1,3%,1.6%,i,0.4
Cc1ccn2c(=O)nc(SCC(=O)NC3CCCC3)nc2c1,-4%,0.2%,i,0.8
CC1CC(NC(=O)c2c(O)nc3sccn3c2=O)CC(C)(C)C1 (stereo not given),-5%,19%,+,1.5*
O=C(COC(=O)CCc1nc2ccccc2c(=O)[nH]1)Nc1c(Cl)cccc1C(F)(F)F,-1%,-0.4%,i,0.6
NCCc1ccn[nH]1,-4%,1.5%,i,1.8
CN(CC(=O)Nc1cccc(F)c1)C(=O)CCC1CCCCC1,-6%,1.6%,i,1.5
COc1ccc(C2=NOC(Cn3nc(C(=O)NCc4cccc(C(F)(F)F)c4)cc3-c3ccccc3)C2)cc1 (stereo not given),2%,2.7%,i,1.5
COc1ccc(S(=O)(=O)N2CCCC2CNC(=O)C(=O)NCc2ccccn2)cc1 (stereo not given),-3%,-0.2%,i,1.0
COCCN(C(=O)COC(=O)CSc1ccccc1)c1c(N)n(Cc2ccccc2)c(=O)[nH]c1=O,-6%,-1.5%,i,0.2

# Continued; the last six above are carried over.
SMILES,PhoP inhibition,RSV CPE inhibition,Myeloid diff MLP,Myeloid diff MLP GFP+ MAC1+ %
O=C(COC(=O)CCc1nc2ccccc2c(=O)[nH]1)Nc1c(Cl)cccc1C(F)(F)F,-1%,-0.4%,i,0.6
NCCc1ccn[nH]1,-4%,1.5%,i,1.8
CN(CC(=O)Nc1cccc(F)c1)C(=O)CCC1CCCCC1,-6%,1.6%,i,1.5
COc1ccc(C2=NOC(Cn3nc(C(=O)NCc4cccc(C(F)(F)F)c4)cc3-c3ccccc3)C2)cc1 (stereo not given),2%,2.7%,i,1.5
COc1ccc(S(=O)(=O)N2CCCC2CNC(=O)C(=O)NCc2ccccn2)cc1 (stereo not given),-3%,-0.2%,i,1.0
COCCN(C(=O)COC(=O)CSc1ccccc1)c1c(N)n(Cc2ccccc2)c(=O)[nH]c1=O,-6%,-1.5%,i,0.2
COc1ccc(NC(=O)CN(C)C(=O)c2ccc(-c3ccccc3Cl)o2)cc1,8%,2.8%,i,0.5
CN(C)CCCn1c2c(c(SCC(=O)Nc3cccc4ccccc34)nc1=O)CCC2,1%,-2.4%,i,0.5
CCCN(CC(=O)Nc1cc(Cl)ccc1Cl)C(=O)c1ccccc1SCC(=O)N1CCCC1,2%,1.6%,i,0.5
Cc1cc(Nc2ccccc2)nc(N2CCN(C(=O)c3ccc4c(c3)OCO4)CC2)n1,-1%,-0.6%,i,1.3
CC(C)CN(C(=O)COC(=O)c1ccccn1)c1c(N)n(Cc2ccccc2)c(=O)[nH]c1=O,-2%,-0.9%,i,0.5
COc1cc2c(cc1OC)C(=O)N1[C@H]3c4ccccc4OC[C@@H]3[C@H](c3ccccc3)[C@]1(C)C(=O)N2,-5%,2.4%,i,0.1
COc1ccc(N2CCN(Cc3cc(=O)c(OCC(=O)Nc4ccccc4)co3)CC2)cc1,-1%,2.2%,i,0.8
Cc1ccc(NC(=O)CSCC(=O)Nc2cc(Cl)ccc2N2CCOCC2)cc1,-3%,2.0%,i,0.6
COCCN(C(=O)COC(=O)CSc1ccc(Cl)cc1)c1c(N)n(Cc2ccccc2)c(=O)[nH]c1=O,-5%,-0.2%,i,0.6
Cc1ccc(S(=O)(=O)N(Cc2ccccc2Cl)C(=O)N2CCN(C)CC2)cc1,-1%,-0.2%,i,0.3
CCOc1ccc(OCCC(=O)OCC(=O)Nc2cc(OCC)c(N3CCOCC3)cc2OCC)cc1,0%,-0.4%,i,0.9
C[C@@H]1C[C@H]2[C@@H]3C[C@H](F)C4=CC(=O)C=C[C@]4(C)[C@@]3(Cl)[C@@H](O)C[C@]2(C)[C@H]1C(=O)COC(=O)C(C)(C)C,6%,-2.5%,?,/
CCOc1ccccc1OCCCC(=O)N(CC)CC(=O)Nc1ccc(NC(C)=O)cc1,-5%,-1.1%,i,0.5
CCCCn1c(N)c(N(CCOC)C(=O)c2ccc(Br)o2)c(=O)[nH]c1=O,-6%,-1.3%,i,0.2
CN(C(=O)CN1C(=O)NC2(CCc3ccccc32)C1=O)C1CCS(=O)(=O)C1 (stereo not given),-4%,-0.5%,i,0.4
Cc1nc2c(C)cccn2c(=O)c1NC(=O)COc1ccccc1,-1%,-2.6%,i,0.7
O=C1NC2(CCCC2)C(=O)N1CC(=O)N(Cc1ccccc1)c1ccccc1,3%,0.8%,i,0.7
CCOc1ccc(-c2cccc(NC(=O)c3cccs3)c2)nn1,5%,0.8%,i,0.3
CN1CCN(c2ccc(S(=O)(=O)N3CCCCC3)cc2NC(=O)COc2cccc(Cl)c2)CC1,-5%,0.6%,i,0.3
CCOc1ccc(CCNC(=O)C2CC(=O)N(Cc3ccc(C)cc3)C2)cc1OCC (stereo not given),-8%,-0.8%,i,1.2
CCN(CC)S(=O)(=O)c1ccc2oc(SCC(=O)Nc3cc(C)on3)nc2c1,-7%,1.2%,+,3.0*
COc1ccccc1NC(=O)C(C)OC(=O)CCCN=C1NS(=O)(=O)c2ccccc21 (stereo not given),12%,-0.2%,i,0.9
COc1ccccc1C(=O)COC(=O)CN1C(=O)NC2(CCCC2)C1=O,-7%,0.0%,i,0.5
c1ccc(CN2CCC3(CCCc4ccccc43)CC2)cc1,-2%,-1.9%,i,8.9
Cc1ccc(CSCC(=O)N(C)CC(=O)Nc2ccc(C)cc2)cc1,-5%,19%,i,0.6
CC(C)(C)C(=O)Nc1cccc(S(=O)(=O)NC2=NCCC2)c1,4%,-0.2%,i,0.4
CN(C)CCCO[C@@H]1[C@H]2OC(C)(C)O[C@H]2O[C@@H]1[C@H](O)CO,1%,2.1%,i,1.3
CCSc1ccccc1C(=O)N1CCC2(CC1)CC(=O)c1ccccc1O2,13%,2.5%,i,0.7
O=C(NCC(c1cccs1)N1CCOCC1)c1cn(-c2ccccc2)nc1-c1ccc(Cl)cc1 (stereo not given),17%,1.0%,i,1.0
CCN(C(=O)COC(=O)Cn1c(C)csc1=O)c1c(N)n(Cc2ccccc2)c(=O)[nH]c1=O,-4%,-0.1%,i,0.3
Cc1ccc(S(=O)(=O)CCC(=O)OCC(=O)N2c3ccccc3CC2C)cc1 (stereo not given),-1%,-0.9%,i,1.5
Cc1ccc(S(=O)(=O)Nc2cc3c4c(c2)CC(=O)N4CCC3)cc1,8%,-3.0%,i,0.2
CN(CC(=O)Nc1cccc(F)c1)C(=O)CCCN1C(=O)c2cccc3cccc(c23)C1=O,-5%,0.0%,i,0.4
CN(CC(=O)Nc1ccc(N2CCOCC2)cc1)C(=O)c1cn(-c2ccccc2)nc1-c1ccccc1,-6%,-1.1%,i,0.7
Nc1cc(=O)[nH]c(SCC(=O)NNC(=O)c2ccccc2)n1,2%,0.2%,i,0.1
Cc1ccc2nc(NC(=O)C3CSC4(C)CCC(=O)N34)sc2c1 (stereo not given),-8%,1.1%,i,1.7
CC(=O)Nc1cccc(C(=O)OCC(=O)N2CCC(c3ccccc3)=N2)c1,-3%,0.8%,i,0.5
Cc1ccc(NS(=O)(=O)c2cccc(C(=O)NCc3ccccn3)c2)cc1,-1%,2.6%,i,0.5
COc1ccc2oc(C(=O)OCC(=O)N3CCN(S(=O)(=O)c4ccccc4)CC3)c(C)c2c1,-2%,0.7%,i,0.1
CC1CCc2sc(C(=O)NNC(=O)c3ccncc3)cc2C1 (stereo not given),2%,-2.5%,i,0.3
Cc1cnc(C(=O)OC(C(=O)c2c[nH]c3ccccc23)c2ccccc2)cn1 (stereo not given),0%,-0.3%,i,0.5
CS(=O)(=O)c1ccc(-c2nnc(NC(=O)c3ccco3)o2)cc1,-2%,2.4%,i,1.5
CCOC(=O)c1nn(-c2ccccc2)c(=O)cc1OCC(=O)Nc1ccccc1OCC,9%,1.5%,i,0.8
C#CCOCCOCCOCCNc1nc(N2CCN(C(=O)CCCCCCCCCCNC(=O)[C@H](CCCCN)n3cc(CCO)nn3)CC2)nc(N2CCN(C(=O)CCCCCCCCCCNC(=O)[C@H](CCCCN)n3cc(CCO)nn3)CC2)n1,13%,0.7%,i,1.5
CCCCN(C(=O)Cc1ccc(S(=O)(=O)N2CCOCC2)s1)c1ccccc1,-7%,0.7%,i,1.2
C#CCOCCOCCOCCNc1nc(N2CCN(C(=O)CCCCCCCCCCNC(=O)Cn3cc(CCCCCN)nn3)CC2)nc(N2CCN(C(=O)CCCCCCCCCCNC(=O)[C@@H]([C@H](C)O)n3cc(C)nn3)CC2)n1,3%,1.2%,i,2.0
COc1ccc(CC(=O)OCC(=O)N2CCCc3ccccc32)cc1,-10%,0.4%,i,0.7
O=C(NCC(c1ccco1)N1CCc2ccccc2C1)c1ccccc1Cl (stereo not given),3%,4.5%,i,0.4
CC1CCCCN1C(=O)COC(=O)C1CCN(S(=O)(=O)c2ccc(Cl)c(C(F)(F)F)c2)CC1 (stereo not given),-2%,-1.6%,i,0.5
CCOC(=O)C1CCCN(C(=O)c2ccc(S(=O)(=O)NCc3ccco3)cc2)C1 (stereo not given),7%,0.7%,i,1.2
CCC(C)(C)C1CCc2[nH]nc(C(=O)NCCN3CCOCC3)c2C1 (stereo not given),-11%,1.0%,i,1.3
CCN(CC(=O)Nc1ccc(OC)cc1)C(=O)c1cc(S(=O)(=O)N(C)C)ccc1N1CCCC1,-9%,0.6%,i,0.9
Cc1csc(=O)n1CC(=O)OC(C)C(=O)Nc1cccc(Cl)c1 (stereo not given),-1%,-2.4%,i,1.0
COc1ccc(OC)c(S(=O)(=O)Nc2ccc3c(c2)N(C(C)=O)CCC3)c1,9%,-1.6%,i,0.8
CCOCCn1ccc2c(OCC(=O)Nc3ccccc3OC)cccc2c1=O,-8%,2.2%,i,1.6
Cc1cc(Br)ccc1NC(=O)CN(C)C(=O)CCSc1ccc(F)cc1,-5%,17%,i,0.3
CCCCC(=O)O,2%,0.6%,i,3.1
O=C(COC(=O)CNC(=O)c1sc2ccccc2c1Cl)NC1CCS(=O)(=O)C1 (stereo not given),7%,2.0%,i,0.7
Cc1ccc(C)c(S(=O)(=O)N2CCN(C(=O)CSC(=S)N3CCCC3)CC2)c1,8%,0.5%,i,0.6
O=S1(=O)CCOC[C@H](Cc2ccccc2)N1Cc1cccc(Cl)c1,1%,5.4%,i,1.0

# Gathered by group: the entries above with a tert-butyl group
SMILES,PhoP inhibition,RSV CPE inhibition,Myeloid diff MLP,Myeloid diff MLP GFP+ MAC1+ %
C[C@@H]1C[C@H]2[C@@H]3C[C@H](F)C4=CC(=O)C=C[C@]4(C)[C@@]3(Cl)[C@@H](O)C[C@]2(C)[C@H]1C(=O)COC(=O)C(C)(C)C,6%,-2.5%,?,/
CC(C)(C)C(=O)Nc1cccc(S(=O)(=O)NC2=NCCC2)c1,4%,-0.2%,i,0.4

# (continued)
SMILES,PhoP inhibition,RSV CPE inhibition,Myeloid diff MLP,Myeloid diff MLP GFP+ MAC1+ %
CCN(Cc1ccccc1)C(=O)Cc1ccc(OC)c(S(=O)(=O)N2CCOCC2)c1,3%,2.1%,i,0.9
Cc1cc(C)cc(N(CCC#N)C(=O)COC(=O)CNC(=O)c2sc3ccccc3c2Cl)c1,5%,-1.4%,i,0.4
O=C(COC(=O)c1cccc(S(=O)(=O)Nc2ccc(F)cc2)c1)NCCN1C(=O)CSC1=O,-10%,0.1%,i,0.3
O=C(COc1ccccc1)Nc1cc2c3c(c1)CC(=O)N3CCC2,0%,-0.3%,i,0.2
O=C(CCNC(=O)c1ccc(Br)cc1)NCc1ccccc1F,-5%,-2.0%,i,0.7
CC(C)CCOc1ccc(C(=O)NCC(c2cccs2)N2CCOCC2)cc1 (stereo not given),-4%,-0.4%,i,1.2
COc1ccc(-c2nn(-c3ccccc3)cc2C(=O)NCC(c2cccs2)N2CCOCC2)cc1 (stereo not given),7%,1.2%,i,0.9
Cc1cccc(NS(=O)(=O)c2cccc(C(=O)NCC3(N4CCCCC4)CCCCC3)c2)c1,-3%,-1.3%,i,0.9
CN(CC(=O)NNC(=O)CNC(=O)c1ccccc1Cl)S(=O)(=O)c1ccc(Cl)cc1,0%,-0.4%,i,0.6
CCN(CC(=O)Nc1ccc2c(c1)OCCO2)C(=O)c1cc(=O)[nH]c2ccccc12,-7%,-1.6%,i,0.6
CCCc1cc(=O)[nH]c2nnc(SCC(=O)Nc3ccc4c(c3)OCCO4)n12,9%,2.5%,i,0.8
COC(=O)[C@]1(Cc2ccccc2)N[C@H](c2ccc(-c3cccc(Cl)c3)cc2)[C@@H]2C(=O)N(C)C(=O)[C@@H]21,-2%,20%,i,0.9
COc1ccc(S(=O)(=O)N2CCCCCC2)cc1C(=O)N(CC(C)C)C1CCS(=O)(=O)C1 (stereo not given),-4%,-2.0%,i,1.0
